TNAP inh no acc: human TNAP enzyme inhibitors, primary screen, biochemical, luminescent, no phosphate acceptor, uHTS; inhibition, % at 20 µM; 200,000 compounds, 0.26% hits; Alkaline phosphatase, tissue-nonspecific isozyme (Homo sapiens), P05186; purified TNAP, CDP-star luminescence, 30 min; AID 1012, 2008;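 active means tissue-nonspecific alkaline phosphatase inhibition above about 50% at 20 µM in the single-dose screen, limit read from the data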;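 further: 0% = DMSO negative control and 100% = EDTA positive control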
Target sequence (P05186 whole entry, looked up): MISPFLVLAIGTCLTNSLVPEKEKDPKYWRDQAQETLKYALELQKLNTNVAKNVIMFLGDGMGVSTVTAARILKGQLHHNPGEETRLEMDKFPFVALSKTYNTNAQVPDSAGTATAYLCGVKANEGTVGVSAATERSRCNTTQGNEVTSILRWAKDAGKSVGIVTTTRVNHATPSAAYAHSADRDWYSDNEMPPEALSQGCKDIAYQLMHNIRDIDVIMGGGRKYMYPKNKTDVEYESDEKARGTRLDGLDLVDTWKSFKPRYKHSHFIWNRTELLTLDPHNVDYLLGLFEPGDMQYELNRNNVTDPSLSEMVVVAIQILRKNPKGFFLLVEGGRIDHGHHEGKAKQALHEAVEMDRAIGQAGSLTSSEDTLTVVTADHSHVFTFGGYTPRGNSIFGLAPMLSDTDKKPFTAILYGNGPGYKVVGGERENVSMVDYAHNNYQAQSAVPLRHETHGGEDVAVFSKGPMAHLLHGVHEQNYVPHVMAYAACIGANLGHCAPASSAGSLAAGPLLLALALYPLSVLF
bIAP inh: bovine intestinal alkaline phosphatase inhibitors, primary screen, selectivity assay for TNAP inhibitor project, biochemical, bovine IAP, CDP-star luminescence; inhibition, % at 20 µM; purified bovine IAP, 30 min; alkaline phosphatase, intestinal [Bos taurus]; 190,000 tested, under 10 active;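 active means over 50% inhibition of intestinal alkaline phosphatase at 20 µM in the single-dose screen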
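System: Purified bovine intestinal alkaline phosphatase (IAP) enzyme | Input: IAP diluted 1/65,000,000 in the well | Also added: CDP-star chemiluminescent phosphatase substrate, 30 µM final | Dosing: 20 µM single dose | Times: Enzyme reaction for 30 min at room temperature | Detection: Luminescence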
PPARg SRC-3 ag: PPARgamma agonists recruiting SRC-3 coactivator, primary screen, biochemical; Peroxisome proliferator-activated receptor gamma (Homo sapiens), P37231; biochemical PPARgamma/SRC-3 coactivator recruitment assay; activation, % at 8 µM; 200,000 compounds, 0.26% hits; in the data active means activation above about 23%;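 further: 0% = DMSO and 100% = reference agonist; some compounds past the cut are filed as inactive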
Target sequence (P37231 whole entry, looked up): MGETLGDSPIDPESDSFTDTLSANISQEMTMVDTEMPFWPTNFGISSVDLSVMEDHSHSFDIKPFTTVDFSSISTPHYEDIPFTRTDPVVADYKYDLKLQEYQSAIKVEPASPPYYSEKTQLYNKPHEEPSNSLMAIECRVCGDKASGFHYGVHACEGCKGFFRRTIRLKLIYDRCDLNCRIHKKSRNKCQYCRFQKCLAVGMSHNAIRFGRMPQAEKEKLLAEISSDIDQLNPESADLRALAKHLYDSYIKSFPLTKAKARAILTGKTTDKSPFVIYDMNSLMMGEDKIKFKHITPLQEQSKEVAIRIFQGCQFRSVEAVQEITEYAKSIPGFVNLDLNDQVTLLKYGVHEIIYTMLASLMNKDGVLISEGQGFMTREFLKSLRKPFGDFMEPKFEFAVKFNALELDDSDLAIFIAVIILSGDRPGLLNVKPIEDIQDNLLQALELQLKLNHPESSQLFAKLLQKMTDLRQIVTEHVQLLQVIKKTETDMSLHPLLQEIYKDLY
bIAP activator: bovine intestinal alkaline phosphatase activators, primary screen, biochemical, bovine IAP, CDP-star luminescence; purified bovine IAP, 30 min; active compounds read high; fold of DMSO-control signal, blank-subtracted; 200,000 compounds, 0.17% hits; AID 1016, 2008; activation factor at 20 µM;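 active means activation factor of 2 or more at 20 µM, a signal rise over negative controls twice the positive control's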
SRC2 TRFRET art: TR-FRET signal artefacts, primary screen, artefact control for PPARgamma SRC-2 agonist project, biochemical. AID 1049, 2008. TR-FRET artefact counter-screen; active compounds read high. TR-FRET ratio at 8 µM. 200,000 compounds, 0.4% hits; in the data active means TR-FRET ratio above about 2000; further: inactives centre near 1500
PPARg SRC-1 ag: PPARgamma agonists recruiting SRC-1 coactivator, primary screen, biochemical | Peroxisome proliferator-activated receptor gamma (Homo sapiens), P37231 | PPARgamma-SRC-1 coactivator recruitment biochemical assay | activation, % at 8 µM | 200,000 compounds, 0.41% hits; in the data active means activation above about 19%;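 further: 0% = DMSO and 100% = reference agonist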
TNAP act hiacc: TNAP activators at high phosphate acceptor level, primary screen, biochemical, luminescence, uHTS. Alkaline phosphatase, tissue-nonspecific isozyme (Homo sapiens), P05186. purified TNAP, CDP-star luminescence, 1 M DEA, 30 min; active compounds read high; 0 = EDTA background, 1 = DMSO-only activity. activation factor at 20 µM. 200,000 tested, under 10 active;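 active means activation factor at least 2 at 20 µM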
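Measured by: Luminescent substrate turnover signal | Test system: Human TNAP | Input: TNAP 1/800 final | Dosing: 20 µM single point | Schedule: 30 min, room temperature | Controls: EDTA wells as negative control, DMSO wells as positive control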
Efa HMGR inh: inhibitors of E. faecalis class II HMGR, primary screen, biochemical, Enterococcus faecalis | AID 1066, 2008 | 190,000 compounds, 0.41% hits | purified E. faecalis HMGR, NADPH absorbance 340 nm kinetic | inhibition, % at 10 µM | HMG-CoA reductase (Enterococcus faecalis, mvaE);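 active means inhibition above a set limit, the median over all tested compounds plus 3 SD, cut at about 9.5% in these data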;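 further: enzyme runs in reverse so mevalonate oxidation gives rising NADPH absorbance; 0% = complete reaction with DMSO and 100% = background rate lacking mevalonate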
PPARg SRC-2 ag: agonists of PPARg-SRC-2 recruitment, primary screen, biochemical, HTS. Peroxisome proliferator-activated receptor gamma (Homo sapiens), P37231. PPARgamma LBD-SRC-2 recruitment. activation, % at 8 µM. 200,000 compounds, 0.34% hits. AID 1032, 2008; in the data active means activation above about 22%;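 further: 0% = vehicle and 100% = reference agonist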
TNAP inh hi DEA: human TNAP enzyme inhibitors, primary screen, biochemical, luminescent, high phosphate acceptor level, uHTS. purified TNAP, CDP-star luminescence, 1 M DEA. 200,000 compounds, 0.03% hits. inhibition, % at 20 µM. AID 1135, 2008;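 active means over 50% inhibition of tissue-nonspecific alkaline phosphatase at 20 µM in the single-dose screen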;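 further: plate controls were DMSO wells for no effect and EDTA-quenched wells as full inhibition for full effect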
Numbers without * were called inactive; / = not tested or not shown.

SMILES | TNAP inh no acc | bIAP inh | PPARg SRC-3 ag | bIAP activator | SRC2 TRFRET art | PPARg SRC-1 ag | TNAP act hiacc | Efa HMGR inh | PPARg SRC-2 ag | TNAP inh hi DEA
O=C(NCCn1ccc2ccccc21)c1ccc(S(=O)(=O)N2CCCCC2)cc1 | -6 | 9 | -1 | 0.9 | 1492 | 4 | 1 | 0 | 3 | -3
CC(C)C(NS(=O)(=O)c1cccc2nsnc12)C(=O)N1CCn2c1nc1ccccc12 (stereo not given) | 4 | 2 | -8 | 1 | 1711 | 5 | 1 | -8 | 4 | -4
CCC(=O)NNc1ncnc2c1cnn2-c1ccccc1 | -109 | -39 | -1 | 1.4 | 1551 | -2 | 1 | -1 | 4 | 2
CNC(=S)Nc1ccc([N+](=O)[O-])cc1C | -2 | 0 | 3 | 1 | 1443 | 6 | 1 | -2 | -1 | 1
C(=N\c1nccs1)/Nc1nccs1 | 7 | 15 | 10 | 0.8 | 1471 | -6 | 1 | -3 | -5 | -1
Cc1cccc(NCN2C(=O)C3C4C=CC(C4)C3C2=O)c1 (stereo not given) | -8 | 7 | 5 | 0.9 | 1537 | 3 | 1.1 | 2 | 10 | -6
O=C(Nc1ccccc1)c1ccccc1CCc1ccccc1 | 2 | 10 | -5 | 0.9 | 1338 | -7 | 1 | -2 | -7 | -2
CN1C(=O)CC(N2CCN(c3ccccc3)CC2)C1=O (stereo not given) | / | / | -1 | / | 1561 | 3 | / | / | 9 | /
COc1ccc(C(=O)Nc2ccc(C)cc2C(=O)c2ccccc2)cc1 | -63 | 27 | -2 | 0.7 | 1442 | 7 | 1 | -3 | -5 | 0
Nn1c(SCC(=O)Nc2ccccc2)nnc1-c1cccnc1 | -8 | 14 | -9 | 0.9 | 1359 | 5 | 1 | 1 | -1 | -2
Cc1ccc(C(c2nnnn2C(C)(C)C)N(Cc2ccco2)Cc2cccs2)cc1 (stereo not given) | -2 | 2 | -7 | 1 | 1434 | 1 | 1.1 | -2 | 2 | -6
OCC1(Cc2ccccc2)CCCN(C2CCCC2)C1 (stereo not given) | -11 | -6 | -6 | 1.1 | 1476 | -2 | 1 | 0 | 2 | -5
Nc1nc(OCC(F)(F)F)cc(Oc2ccccc2F)n1 | -6 | 15 | -2 | 0.8 | 1632 | 2 | 1.1 | -1 | -8 | -6
N#C/C(=C\c1ccc(Cl)cc1Cl)c1n[nH]c(Cn2cncn2)n1 | -1 | 4 | 2 | 1 | 1353 | -4 | 1 | -1 | -1 | 2
O=C(CSc1nnc(-c2ccccc2)n1CC1CCCO1)N1CCCC1 (stereo not given) | -6 | -3 | 4 | 1 | 1490 | 1 | 1 | -1 | -2 | 1
Cc1ccc(NC(=S)Nc2ccc(Br)cc2)cc1 | -6 | -2 | 11 | 1 | 1536 | 11 | 1 | 3 | 8 | -1
CCOC(=O)c1cc(C#N)c(SCC(=O)O)[nH]c1=O | -8 | -3 | 0 | 1 | 1752 | 5 | 1 | 0 | 1 | -2
CCN(CC)CCNS(=O)(=O)c1ccc2[nH]cc(C(=O)O)c(=O)c2c1 | -12 | 11 | -4 | 0.9 | 1587 | -3 | 1 | -2 | -2 | 1
CC1CN(C(=S)NC(=O)c2ccco2)CC(C)O1 (stereo not given) | -15 | 8 | -4 | 0.9 | 1386 | 0 | 1 | 1 | -7 | 4
COc1ccc(C(=O)N[C@H](C(=O)NCc2cccs2)C(C)C)cc1 | -10 | -15 | 4 | 1.2 | 1711 | 12 | 1 | -6 | 7 | -1
Cc1ccc(S(=O)(=O)/N=C(\CN2CCOCC2)N2CCCC2)cc1 | -23 | 1 | -10 | 1 | 1492 | 4 | 1.1 | -1 | -11 | -9
CN1C(=O)OC(C)(CCc2ccccc2)C1(C)O (stereo not given) | -1 | -1 | 7 | 1 | 1524 | 6 | 1 | -2 | 2 | -3
Sc1oc(-c2ccccc2)cc1C=Nc1ccccc1 | 23 | 29 | 14 | 0.7 | 1578 | 3 | 1 | 3 | 6 | 2
CC(C)C(CC(=O)NCc1ccco1)c1ccco1 (stereo not given) | -6 | -5 | -3 | 1 | 1480 | -5 | 1 | -8 | -2 | 2
COCCNc1nc(-c2cc3ccccc3o2)cs1 | -13 | -5 | 5 | 1 | 1526 | 0 | 1 | -4 | 3 | 3
CCOC(=O)CSc1nnc(CNc2cccc(Cl)c2)n1C | -6 | 8 | 12 | 0.9 | 1597 | 1 | 1 | 1 | 8 | 0
Cc1ccc(NC(=O)NC(=O)COc2ccc(Cl)cc2Cl)c(C)c1 | 1 | 17 | 0 | 0.8 | 1629 | 3 | 1 | -1 | 0 | -1
Cc1nc(SCc2ccc(Cl)cc2)ncc1C(=O)O | 2 | -3 | 4 | 1 | 1669 | 9 | 1 | -4 | 9 | -3
COc1cc([N+](=O)[O-])ccc1N | -1 | 0 | 3 | 1 | 1615 | 2 | 0.9 | -1 | 2 | 10
C=CCOC(=O)C1CC=CCC1C(=O)Oc1ccc(F)cc1F (stereo not given) | -6 | 1 | 8 | 1 | 1620 | 9 | 1 | 0 | 0 | -4
COC(=O)c1ccccc1NC(=O)Oc1ccc(F)cc1 | -7 | 2 | 2 | 1 | 1721 | -4 | 1 | -6 | 8 | 0
COCc1cc(C)nc(OCC(=O)N/N=C\c2cc(C)n(-c3cccc(C(F)(F)F)c3)c2C)c1C#N | -6 | 1 | -5 | 1 | 1403 | 0 | 1 | 4 | -2 | -3
Cn1c2ccccc2c2nn(-c3ccccc3)c(=O)cc21 | -9 | 6 | 4 | 0.9 | 1777 | 0 | 1 | -5 | 7 | -2
FC(F)(F)c1ccc(-n2ccnc2)nc1 | -11 | -4 | -7 | 1 | 1504 | -3 | 1.1 | -1 | -9 | -5
CCOc1ccc(S(=O)(=O)n2cc(-c3ccccc3)c(N)n2)cc1 | -4 | 10 | 2 | 0.9 | 1570 | -2 | 0.9 | -2 | -13 | 5
Cc1cc(C)nc(NS(=O)(=O)c2ccc(N3C(=O)C4C5C=CC(C5)C4C3=O)cc2)n1 (stereo not given) | -11 | 6 | -4 | 0.9 | 1559 | -2 | 1.1 | 2 | 6 | -6
CC(C)Sc1nc2ccccc2[nH]1 | -10 | -7 | 4 | 1.1 | 1574 | -4 | 1 | -6 | -1 | -4
Cc1ccc2c(c1)C1(C(=O)N2C)N2CC3(C)CN1CC(C)(C2)C3=O (stereo not given) | -11 | 7 | 2 | 0.9 | 1700 | 4 | 1.1 | -6 | 5 | -6
COc1ccc(C(=S)N2CCCC2)cc1OC | -26 | 2 | 5 | 1 | 1330 | -3 | 1.1 | 0 | -5 | -8
CC(=O)NNc1cc(N2CCOCC2)nc(N2CCOCC2)n1 | -15 | -5 | 4 | 1 | 1571 | -2 | 1 | 2 | 2 | -2
Clc1cccc(/C=N/Nc2nc(Cl)nc3ccccc23)c1 | -8 | -18 | 4 | 1.2 | 1553 | 5 | 1 | -3 | 5 | -2
COc1ccc2c(c1)c1nc3ccccc3nc1n2Cc1ccc(OC(C)C)c(OC)c1 | 3 | -2 | 2 | 1 | 1585 | -1 | 0.9 | 4 | 3 | 8
COc1cc(C(=O)NCCCc2nc3ccccc3n2Cc2cc(C)ccc2C)cc(OC)c1OC | -20 | 3 | -5 | 1 | 1380 | -2 | 1.1 | 1 | -4 | -7
Cn1c(CNC(=O)Nc2ccccc2Cl)nnc1SCc1ccccc1 | -2 | -19 | -3 | 1.2 | 1651 | 4 | 1.1 | -3 | 7 | -8
O=C(COC(=O)C1CCC1)Nc1ccc(Oc2ccccc2)cc1 | -12 | 35 | 9 | 0.7 | 1518 | 6 | 1.1 | 3 | 5 | -10
Cc1ccccc1NC(=O)N1C2CCCC1CC(NC(=O)C1CC1)C2 (stereo not given) | -7 | -2 | 0 | 1 | 1403 | -1 | 1 | -2 | -4 | -3
CCOC(=O)CC(=O)Nc1c(C)cc(C)cc1C | -5 | 6 | -6 | 0.9 | 1410 | -11 | 1 | 1 | 8 | 0
CCC1CC(CSc2ncn[nH]2)OC1=O (stereo not given) | 8 | 3 | 0 | 1 | 1503 | -1 | 1 | 3 | 0 | 0
O=C(Nc1ccc(-c2cn3ccsc3n2)cc1)c1ccc(F)c(S(=O)(=O)N2CCOCC2)c1 | -24 | 4 | 8 | 1 | 1651 | 6 | 1.1 | 4 | 2 | -5
Cn1c(N2CCCC2)nc2c1c(=O)n(Cc1cccc(F)c1)c(=O)n2C | -6 | -1 | 1 | 1 | 1383 | -4 | 1 | 4 | 8 | -1
Cc1ccc(-n2c(SCC(=O)Nc3ccc4c(c3)OCO4)nnc2-c2ccoc2C)cc1 | -3 | 7 | 7 | 0.9 | 1632 | -2 | 1.1 | 3 | 0 | -12
Cc1cc2ccccc2nc1SCC(=O)NC1CCCCC1 | -8 | 8 | 8 | 0.9 | 1741 | 6 | 1 | 4 | 9 | -2
O=C(N/N=C/C=C/c1ccccc1)c1n[nH]c2c1CCC2 | -32 | -39 | -2 | 1.4 | 1563 | 5 | 1.1 | 1 | 9 | -12
CC1(C)NC(=O)N(CC(O)COc2cccc(F)c2)C1=O (stereo not given) | -18 | 4 | 6 | 1 | 1529 | 8 | 1 | 1 | 10 | -5
O=C(CC(=O)N/N=C/c1c(F)cccc1Cl)NCc1ccccc1 | -13 | 11 | 6 | 0.9 | 1691 | 11 | 1.1 | -5 | 4 | -7
CS(=O)(=O)N(CC(=O)NCc1ccco1)c1ccc(Cl)cc1Cl | -11 | -4 | -2 | 1 | 1566 | -9 | 1 | 1 | -6 | -4

Part of the list above, with two lines to a compound.
Values in the order – TNAP inh no acc	bIAP inh	PPARg SRC-3 ag	bIAP activator	SRC2 TRFRET art	PPARg SRC-1 ag	TNAP act hiacc	Efa HMGR inh	PPARg SRC-2 ag	TNAP inh hi DEA
- CCC1CC(CSc2ncn[nH]2)OC1=O (stereo not given)
    8	3	0	1	1503	-1	1	3	0	0
- CC1(C)NC(=O)N(CC(O)COc2cccc(F)c2)C1=O (stereo not given)
    -18	4	6	1	1529	8	1	1	10	-5
- CS(=O)(=O)N(CC(=O)NCc1ccco1)c1ccc(Cl)cc1Cl
    -11	-4	-2	1	1566	-9	1	1	-6	-4
- Clc1cccc(/C=N/Nc2nc(Cl)nc3ccccc23)c1
    -8	-18	4	1.2	1553	5	1	-3	5	-2

Screening data (PubChem)
